STAT1 activator: increases IFN-gamma driven STAT1 reporter signal | actives 2.6% (n = 200,000) | activation (% of control), % at 5.5 µM | NIH 3T3 STAT1-luciferase reporter, luminescence; 100% = IFN-gamma alone, no compound;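 active = activation above the screen-wide mean activation plus 3 SD, cut at about 130% in these data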;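 also: raw ratio to IFN-gamma control signal so 100% means no change and 0% no light; values of inactives mirror those of a sister screen read the other way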
G6PDH CS: L. mesenteroides G6PDH inhibition counter-screen; Purified L. mesenteroides G6PDH, diaphorase/resazurin coupled fluorescence, 45 min; inhibition, % at 5 µM; actives 0.12% (n = 200,000); AID 1020; in the data active = inhibition above about 50%
NF-kB expr up: NF-kB expression increase, human neuronal cells | NF-kB reporter expression; hits give high values | fold change at 12.5 µM | actives 1.6% (n = 190,000) | AID 1239; in the data active = fold change above about 3.3
FLuc act counter: firefly luciferase counter-screen for stimulation assays; P08659; ATPlite luciferase biochemical, luminescence, 10 min; 0 = ATP-free wells, 1 = DMSO control; activation factor at 10 µM; 200,000 tested, under 10 active;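 active = luciferase activation factor, scaled between plate controls, of at least 2 with compound at 10 µM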
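Assay system: Luciferase/luciferin reagent mix; Medium: PBS as buffer for the ATP substrate; Dosing: test compounds dosed from 2 mM stocks in 100% DMSO; Times: 10 min, room temperature; Signal: luminescence from luciferase reaction; Read-out: luciferase activation; Controls: No-ATP low control, compound-free enzyme-plus-ATP high control.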
Diaphorase act: counter-screen for diaphorase-based assays: diaphorase activators and chemical reducers | Diaphorase/resazurin coupled assay, resorufin fluorescence, 16 min; hits give high values; 1 = vehicle wells, 0 = NADH-free wells | activation factor at 20 µM | actives 0.005% (n = 190,000);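 active = diaphorase activity raised at least twofold by the compound at 20 µM; inactive = activation factor below 2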
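Material: Clostridium kluyveri diaphorase, purified enzyme; Quantity: enzyme 0.07 U/mL final; Medium: HEPES pH 7.4 buffer with MgCl2 and Tween 20; Dosing: single compound dose of 20 µM, 1% DMSO final; Schedule: 16 min reaction at room temperature; Measured by: red resorufin fluorescence at 544/590 nm excitation/emission.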
APP 5'UTR act: activates APP 5'UTR luciferase reporter; SH-SY5Y APP 5'UTR luciferase reporter, luminescence; zero percent = DMSO vehicle wells; activation, % at 2 µM; actives 1% (n = 190,000); AID 1276;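 active = activation above a set limit, based on mean plus 3 SD of controls, cut at about 140% in these data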; also: values of inactives mirror those of a sister screen read the other way
APP transl inh: APP translation inhibition | SH-SY5Y APP 5'UTR-luciferase reporter, luminescence | inhibition, % at 2 µM | actives 0.82% (n = 190,000);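 active = inhibition above a set limit, derived from the sample mean plus 3 SD, cut at about 45% in these data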; also: values of inactives mirror those of a sister screen read the other way
FLuc inhib CS: Photinus pyralis luciferase inhibition counter-screen; P08659; ATPLite firefly luciferase biochemical luminescence, 10 min; inhibition, % at 10 µM; actives 1.5% (n = 200,000); AID 1006;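 active = inhibition above about 50% when tested at 10 µM, limit read from the data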
TLR4 MyD88 comp: blocks binding of human TLR4 to MyD88 | actives 0.18% (n = 200,000) | HeLa CL3-4 TLR4/MyD88 BLA complementation, FRET ratio | O00206+Q99836 | inhibition, % at 8.4 µM; in the data active = inhibition above about 25%;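 also: 0% = vehicle and 100% = reference inhibitor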
Target sequence (O00206 whole entry, looked up): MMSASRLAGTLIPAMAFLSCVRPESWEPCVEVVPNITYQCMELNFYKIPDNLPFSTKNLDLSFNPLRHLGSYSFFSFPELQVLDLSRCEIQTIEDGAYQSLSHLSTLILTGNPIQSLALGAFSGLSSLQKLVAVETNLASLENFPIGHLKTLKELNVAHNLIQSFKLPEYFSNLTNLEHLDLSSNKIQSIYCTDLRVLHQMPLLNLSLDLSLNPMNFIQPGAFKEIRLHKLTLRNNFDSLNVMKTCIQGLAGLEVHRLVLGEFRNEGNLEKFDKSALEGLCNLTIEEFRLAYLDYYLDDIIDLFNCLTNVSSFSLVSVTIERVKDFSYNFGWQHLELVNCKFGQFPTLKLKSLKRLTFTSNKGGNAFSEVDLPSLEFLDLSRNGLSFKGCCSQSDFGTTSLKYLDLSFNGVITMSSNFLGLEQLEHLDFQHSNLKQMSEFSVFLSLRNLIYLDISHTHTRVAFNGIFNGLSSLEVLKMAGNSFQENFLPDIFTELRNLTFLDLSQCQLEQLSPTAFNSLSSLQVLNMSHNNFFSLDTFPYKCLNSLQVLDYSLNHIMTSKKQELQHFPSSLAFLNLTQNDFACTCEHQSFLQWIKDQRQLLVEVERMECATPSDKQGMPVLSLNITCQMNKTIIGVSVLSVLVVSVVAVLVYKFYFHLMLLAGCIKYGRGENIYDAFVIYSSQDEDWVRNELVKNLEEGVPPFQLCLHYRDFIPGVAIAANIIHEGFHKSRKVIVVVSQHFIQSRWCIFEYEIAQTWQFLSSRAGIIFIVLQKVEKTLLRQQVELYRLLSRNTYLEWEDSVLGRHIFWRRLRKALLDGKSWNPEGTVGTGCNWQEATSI
Target sequence (Q99836 whole entry, looked up): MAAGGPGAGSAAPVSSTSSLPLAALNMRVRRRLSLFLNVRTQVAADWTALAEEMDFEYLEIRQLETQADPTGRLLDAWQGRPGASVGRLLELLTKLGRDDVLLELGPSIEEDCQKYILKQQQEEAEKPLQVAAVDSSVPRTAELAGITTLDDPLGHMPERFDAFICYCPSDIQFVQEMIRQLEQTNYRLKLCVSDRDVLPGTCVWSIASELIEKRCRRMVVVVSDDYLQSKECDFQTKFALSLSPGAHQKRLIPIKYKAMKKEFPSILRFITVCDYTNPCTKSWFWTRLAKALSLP
Diaph inh CS: inhibits diaphorase or chemically oxidizes, flagging diaphorase assay artifacts; AID 1217; inhibition, % at 20 µM; actives 0.69% (n = 190,000); diaphorase resazurin-to-resorufin fluorescence, NADH, 16 min; bacterial (C. kluyveri) enzyme, not human;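 active = primary screen inhibition at 20 µM above a set limit, cut at about 50% in these data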;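 also: plate controls were DMSO with full reaction for no effect and wells lacking NADH for full effect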
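System: Bacterial diaphorase enzyme (C. kluyveri) | Incubation: 16-min room-temperature incubation before reading | Benchmarks: No-NADH positive control and DMSO neutral control | Measured by: Resorufin fluorescence 544/590 nm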
Active calls of the source: *; nt = not tested or not shown; & = joins results of further samples. This is a subset; rates above refer to the full screens.

Fields: STAT1 activator | G6PDH CS | NF-kB expr up | FLuc act counter | Diaphorase act | APP 5'UTR act | APP transl inh | FLuc inhib CS | TLR4 MyD88 comp | Diaph inh CS
[1] COCCOC(=O)C1=C(N)Oc2c(c(=O)oc3ccccc23)[C@@]12C(=O)Nc1ccccc12
    nt | 12.5 | 2.35 | 1.1 | 0.9 | nt | nt | -8.3 | nt | 11.4
[2] CC(C)c1ccc(-n2c(O)c(/C=N/NC(=O)c3ccncc3)c(=O)[nH]c2=O)cc1
    96.9 | 16.6 | 0.93 | 1.1 | 0.8 | 14.6 | -14.6 | -5.0 | 7.2 | 23.7
[3] CN(C/N=C(\N)N[N+](=O)[O-])S(=O)(=O)c1ccccc1
    100.3 | 13.0 | 1.04 | 1 | 1.1 | 4.6 | -4.6 | 3.2 | 2.9 | -5.4
[4] OC(Cn1c2ccccc2c2ccccc21)C[n+]1cccc2ccccc21 (configuration not stated)
    94.0 | 8.7 | 0.68 | 1.1 | 1 | 5.0 | -5.0 | -9.8 | 3.1 | 2.0
[5] CC(C(=O)c1c[nH]c2ccccc12)N1CCc2ccccc2C1 (configuration not stated)
    112.6 | 4.4 | 0.93 | 1.1 | 0.8 | 4.3 | -4.3 | -7.7 | -15.3 | 16.7
[6] CC(=O)OC1(c2ccc(C)cc2)CN2CCC1c1ccccc12 (configuration not stated)
    91.5 | 8.9 | 0.92 | 1 | 1 | -1.7 | 1.7 | -3.8 | 9.4 | -2.5
[7] C=CCN1C(=O)NC(=O)C(Cc2ccc(OC)c(OC)c2)C1=O (configuration not stated)
    95.5 | 23.4 | 0.98 | 1 | 0.7 | -0.4 | 0.4 | 1.4 | -4.7 | 26.5
[8] CC(=NCCO)c1c(O)n(C)c(=O)n(C)c1=O
    97.5 | 11.7 | 0.81 | 1.1 | 1 | 1.1 | -1.1 | -8.3 | -6.0 | 1.7
[9] NC(CC(=O)O)C1CCCCC1 (configuration not stated)
    104.2 | -0.4 | 0.96 | 1.1 | 1 | 5.9 | -5.9 | -6.0 | -4.6 | -1.9
[10] COc1cc2[nH]c(=S)n(-c3ccccc3)c(=O)c2cc1OC
    95.6 | 1.5 | 1.54 | 1 | 0.8 | 16.7 | -16.7 | -2.6 | -12.6 | 23.9
[11] CC[N+]1(C)CCCC(OC(=O)C(O)(c2ccccc2)c2ccccc2)C1 (configuration not stated)
    102.2 | 11.8 | 1.23 | 1.1 | 0.9 | 4.4 | -4.4 | -6.6 | 0.7 | 9.3
[12] Cc1ccc(-c2nn(CCC#N)cc2C(=O)O)cc1C
    99.6 | 2.3 | 0.9 | 1.1 | 1 | -1.0 | 1.0 | -6.9 | -13.3 | 1.4
[13] Cc1nc2ccccc2c(=O)n1-c1ccccc1[N+](=O)[O-]
    106.1 | 1.8 | 1.04 | 1.1 | 0.7 | -4.2 | 4.2 | -5.8 | -15.2 | 25.1
[14] CCC1(CC)C(=O)NC(=NCCc2c[nH]c3ccccc23)NC1=O
    95.4 | 3.1 | 0.99 | 1 | 0.9 | -1.2 | 1.2 | -3.3 | 16.1 | 8.0
[15] CCC(=NCCOc1ccc(Cl)cc1)c1c(O)n(C)c(=O)n(C)c1=O
    87.4 | -5.5 | 0.67 | 1.1 | 0.9 | 16.4 | -16.4 | -5.2 | -5.0 | 8.0
[16] Cc1ccc(N2C(=O)NC(=O)C3(Cc4ccccc4N4CCN(c5ccccc5)CC43)C2=O)cc1 (configuration not stated)
    86.8 | 3.8 | 0.6 | 1.1 | 0.9 | 22.0 | -22.0 | -5.0 | 0.3 | 11.4
[17] Cn1c(O)c(C(=N)COc2ccccc2)c(=O)n(C)c1=O
    110.8 | -0.1 | 1.45 | 1 | 0.9 | 5.7 | -5.7 | -4.0 | 4.0 | 8.0
[18] CCOC(=O)N(c1ccccc1)P1(=S)OCC(C)O1 (configuration not stated)
    96.3 | 3.8 | 0.89 | 1.1 | 0.9 | 2.7 | -2.7 | -8.1 | -0.2 | 10.3
[19] COC(=O)c1ccccc1-n1c(C)nc2ccccc2c1=O
    88.6 | 5.2 | 1.05 | 1.1 | 1 | 14.1 | -14.1 | -7.2 | -8.5 | 3.1
[20] O=C(COc1ccccc1F)N1CCN(CCN2C(=O)c3cccc4cccc(c34)C2=O)CC1
    97.4 | -1.1 | 0.7 | 1 | 0.9 | 10.1 | -10.1 | -2.4 | -5.4 | 5.7
[21] C=Cn1ccnc1P(=S)(c1ccn(C)c1)c1nccn1C=C
    96.2 | 7.2 | 1.26 | 1.1 | 1 | -0.7 | 0.7 | -8.4 | 8.1 | 1.7
[22] O=C(c1ccco1)C12CN3CN(CN(C3)C1)C2
    92.7 | 2.2 | 1.02 | 1 | 0.9 | -4.0 | 4.0 | -2.7 | -5.3 | 5.9
[23] CSc1ncc(/C=C2/C(=O)NC(=O)N(C)C2=O)cn1
    97.2 | 1.9 | 1.23 | 1.1 | 0.8 | 12.1 | -12.1 | -8.6 | 3.6 | 18.6
[24] O=C(Cn1cc(C(=O)c2ccccc2F)c2ccccc21)NCc1ccco1
    95.2 | 10.8 | 1.08 | 1 | 0.8 | 6.7 | -6.7 | -2.6 | -2.9 | 18.8
[25] CC(C)N1CC=C(c2c[nH]c3ccccc23)CC1
    101.5 | 1.7 | 0.72 | 1 | 1 | -3.0 | 3.0 | -0.5 | -5.1 | -2.1
[26] C/C(=N\Nc1ccccc1)c1c(O)n(C)c(=O)n(C)c1=O
    100.8 | 4.4 | 1.14 | 0.9 | 0.9 | 1.9 | -1.9 | 10.9 | -3.6 | 6.2
[27] COc1ccc(/C=C/C(=O)c2c(O)n(CCC3=CCCCC3)c(=O)[nH]c2=O)cc1
    103.2 | -22.4 | 1.14 | 1 | 0.9 | 8.9 | -8.9 | -1.9 | 1.1 | 6.8
[28] CCOC(=O)C(O)(c1ccc(N(CC)C(=O)OC)cc1)C(F)(F)F (configuration not stated)
    95.4 | 0.6 | 1.34 | 1 | 0.9 | 7.0 | -7.0 | -3.8 | 4.4 | 9.3
[29] C=CCn1c(O)c(C(=O)CCCCCC)c(=O)[nH]c1=O
    104.3 | -2.2 | 1 | 1.1 | 0.9 | -22.4 | 22.4 | -5.4 | -8.1 | 13.8
[30] CC(C)CN(C(=O)CN1CC=C(c2ccccc2)CC1)c1c(N)n(CC(C)C)c(=O)[nH]c1=O
    94.0 | 6.7 | 1.01 | 1.1 | 0.8 | 11.1 | -11.1 | -9.6 | 7.9 | 16.1
[31] O=C(Cn1c(=O)n(CC2CS2)c2ccccc21)N1CCCCCC1 (configuration not stated)
    94.0 | 11.3 | 1.09 | 1.1 | 0.9 | 14.3 | -14.3 | -5.2 | 2.9 | 10.4
[32] CCN1c2nc3c(C)cccn3c(=O)c2CC2(C(=O)N(C)C(=O)N(C)C2=O)C1C (configuration not stated)
    99.7 | 8.0 | 0.92 | 1 | 0.9 | -5.3 | 5.3 | -2.2 | -6.3 | 10.5
[33] C=CCn1c(O)c(C(C)=Nc2ccc(N(CC)CC)cc2)c(=O)[nH]c1=O
    99.9 | -9.9 | 0.99 | 1 | 0.7 | 14.3 | -14.4 | -2.6 | -12.9 | 29.1
[34] CC12CN3CCN(C1)CC(C)(C3)C2=NO
    90.5 | 4.1 | 1.15 | 1 | 0.8 | nt | nt | -3.4 | -8.8 | 16.3
[35] COc1cc2c(cc1OC)CN(c1ccc([N+](=O)[O-])c(C(F)(F)F)c1)CC2
    92.0 | -20.5 | 0.8 | 1 | 1 | 15.5 | -15.5 | -2.0 | 0.0 | 2.3
[36] Brc1ccc(C2N3CCCN23)cc1 (configuration not stated)
    99.1 | -0.1 | 1.31 | 1.1 | 0.9 | 9.5 | -9.5 | -7.3 | -4.1 | 6.4
[37] Cc1ccc(N(C)C(=O)Oc2cccc3ccc(C)nc23)cc1
    100.7 | 2.3 | 0.97 | 1 | 0.8 | -8.1 | 8.1 | -4.5 | -16.7 | 16.9
[38] CC1NCCC2(O)CCCCC12 (configuration not stated)
    102.5 | -1.7 | 1.44 | 1 | 1.1 | -1.6 | 1.6 | 4.6 | 8.2 | -12.0
[39] C[N+]1(C)CCc2cc3c(cc2[C@H]1[C@@H]1OC(=O)c2c1ccc1c2OCO1)OCO3
    99.6 | 6.9&7.8 | 1.17 | 1&1 | 1&1 | 10.8&-0.9 | -10.8&0.9 | -3.8&2.2 | 7.1 | -1.1&-1.8
[40] OCC12COC3c4ccccc4C(OC1)N32 (configuration not stated)
    102.4 | -5.9 | 2.73 | 1.1 | 0.9 | 0.1 | -0.1 | -8.0 | 2.1 | 10.1

In a second layout: 3 of the compounds above.
17: Cn1c(O)c(C(=N)COc2ccccc2)c(=O)n(C)c1=O
18: CCOC(=O)N(c1ccccc1)P1(=S)OCC(C)O1 (configuration not stated)
19: COC(=O)c1ccccc1-n1c(C)nc2ccccc2c1=O

| entry no. | 17 | 18 | 19 |
| --- | --- | --- | --- |
| STAT1 activator | 110.8 | 96.3 | 88.6 |
| G6PDH CS | -0.1 | 3.8 | 5.2 |
| NF-kB expr up | 1.45 | 0.89 | 1.05 |
| FLuc act counter | 1 | 1.1 | 1.1 |
| Diaphorase act | 0.9 | 0.9 | 1 |
| APP 5'UTR act | 5.7 | 2.7 | 14.1 |
| APP transl inh | -5.7 | -2.7 | -14.1 |
| FLuc inhib CS | -4.0 | -8.1 | -7.2 |
| TLR4 MyD88 comp | 4.0 | -0.2 | -8.5 |
| Diaph inh CS | 8.0 | 10.3 | 3.1 |

Remaining list, next part
Fields: STAT1 activator | G6PDH CS | NF-kB expr up | FLuc act counter | Diaphorase act | APP 5'UTR act | APP transl inh | FLuc inhib CS | TLR4 MyD88 comp | Diaph inh CS
[41] CC(C)(C)C(O)C(Oc1ccc(Cl)cc1)n1cncn1 (configuration not stated)
    93.0 | 15.5 | 0.76 | 1 | 0.8 | 8.7 | -8.7 | -4.1 | 7.8 | 21.1
[42] COCCOC(=O)c1c(N)n(Cc2ccc(OC)cc2)c2nc3ccccc3nc12
    97.3 | 7.3 | 0.8 | 1 | 0.9 | -14.4 | 14.4 | -0.1 | 13.8 | 12.9
[43] COCCN1C(=O)NC(=O)/C(=C\c2ccc(Br)cc2)C1=O
    105.9 | 5.0 | 0.93 | 1 | 0.9 | -13.1 | 13.1 | -4.0 | -0.9 | 7.9
[44] C[C@]12CCC(=O)C(O)=C1CC[C@@H]1[C@@H]2CC[C@]2(C)C(=O)CC[C@@H]12
    98.7 | 16.7 | 1 | 1.1 | 0.9 | -11.2 | 11.2 | -6.1 | -9.5 | 10.5
[45] CCCCOC(=O)C1=C(N)OC2=C(C(=O)CCC2)[C@]12C(=O)N(C)c1ccccc12
    99.6 | 11.0 | 1.06 | 1 | 1.1 | -15.0 | 15.0 | -3.4 | 10.6 | -7.2
[46] O=CC(Cl)P(=O)(N1CCCCC1)N1CCCCC1 (configuration not stated)
    108.2 | 12.9 | 0.99 | 1.1 | 1 | 10.0 | -10.0 | -8.2 | 3.2 | 2.6
[47] CCCc1nc2ccc(Br)cc2c(=O)n1-c1ccc([N+](=O)[O-])c(C(F)(F)F)c1
    86.8 | -4.8 | 0.71 | 1.1 | 0.9 | 1.0 | -1.1 | -9.1 | 2.1 | 6.1
[48] CCc1cccc(C)c1NC(=S)N1CC2CC(C1)c1cccc(=O)n1C2 (configuration not stated)
    90.3 | -4.9 | 1.06 | 1 | 0.8 | 5.8 | -5.8 | 0.6 | -2.9 | 18.4
